hDAT+cocaine = human DAT dopamine uptake with cocaine, either direction | Q01959 | LLC-PK1 hDAT cells, [14C]-dopamine uptake with cocaine IC80; actives deviate in either direction | B-score at 10 µM | 110,000 compounds, 1.3% hits;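 active = Z score or B-score, a plate-position-corrected score, falls beyond the plate's 99.7% confidence bounds, in either direction; inactive = both scores lie inside the 99.7% bounds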;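 note: scored against the spread of the other compound wells on the same plate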
Target sequence (Q01959 whole entry, looked up): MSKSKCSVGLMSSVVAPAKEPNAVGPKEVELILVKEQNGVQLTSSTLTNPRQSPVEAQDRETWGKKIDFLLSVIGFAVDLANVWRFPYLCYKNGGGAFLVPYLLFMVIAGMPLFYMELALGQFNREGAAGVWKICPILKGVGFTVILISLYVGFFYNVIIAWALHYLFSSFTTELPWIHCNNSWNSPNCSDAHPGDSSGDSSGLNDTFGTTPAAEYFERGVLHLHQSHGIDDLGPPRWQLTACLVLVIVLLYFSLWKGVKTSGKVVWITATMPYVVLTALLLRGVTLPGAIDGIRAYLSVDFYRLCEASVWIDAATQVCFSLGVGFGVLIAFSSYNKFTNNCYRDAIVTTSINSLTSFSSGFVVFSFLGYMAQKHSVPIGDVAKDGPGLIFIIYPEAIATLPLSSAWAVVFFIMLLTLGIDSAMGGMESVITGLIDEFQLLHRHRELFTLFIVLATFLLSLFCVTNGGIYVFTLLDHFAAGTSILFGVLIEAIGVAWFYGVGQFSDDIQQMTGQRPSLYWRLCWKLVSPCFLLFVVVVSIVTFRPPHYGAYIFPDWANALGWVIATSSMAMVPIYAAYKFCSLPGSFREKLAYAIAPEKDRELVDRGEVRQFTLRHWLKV
PostGolgi yeast = growth inhibition of a yeast mutant, post-Golgi transport screen; post-Golgi transport phenotypic cell assay; inhibition, % at 10 µM; 98,000 compounds, 0.9% hits;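 note: yeast cells grown in 1536-well plates; yeast grown about 18 h at 30C before absorbance read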
CYP2C9 inhib = inhibitors of human CYP2C9 | inhibition, % at 5 µM | AID 777 | 96,000 compounds, 20% hits | CYP2C9 Supersomes, luciferin-H conversion, luminescence | P11712;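 active = blocking of liver enzyme CYP2C9 beyond about 50% at 5 µM, limit read from the data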; note: values of inactives mirror those of a sister screen read the other way
LYP inh 2 = blocks human PTPN22 phosphatase activity | Q9Y2R2 | recombinant LYP catalytic domain, DiFMUP fluorescence | inhibition, % at 2 µM | 96,000 compounds, 0.21% hits | AID 640;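 active = inhibition at 2 µM at or above a set limit, the screen mean plus 3 SD, cut at about 24% in these data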;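 note: 0% = DMSO with enzyme and 100% = enzyme fully blocked by orthovanadate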
CYP2C9 act = activators of human CYP2C9. P11712. AID 1024. recombinant CYP2C9, luciferin-H conversion, luminescence; active compounds read high; factor 1 = untreated enzyme, 0 = blocked. 96,000 compounds, 1.4% hits. activation factor at 5 µM;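 active = activation factor of 2 or more for CYP2C9 at a 5 µM dose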;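 note: 0 = sulfaphenazole-blocked wells and 1 = vehicle-only wells; values of inactives mirror those of a sister screen read the other way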
PTPN22 act = LYP (human) phosphatase activation | Q9Y2R2 | activation, % at 2 µM | recombinant LYP, DiFMUP fluorescence; 0 = plate median, 100 = signal doubled | AID 697 | 96,000 compounds, 0.11% hits;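 active = activation at 2 µM above a set limit, the mean plus 5 SD, cut at about 37% in these data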
Pyk2 oligo antag = Pyk2 (human) oligomerization antagonism; Q14289; Q293 cells, Pyk2 FERM NanoBiT luminescence; active compounds read low; z-score (the deposit names both 25 µM and 10 µM); 99,000 compounds, 0.83% hits;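 active = Z-score of -3 or lower, scaled per plate to the spread of control and sample wells; inactive = z-score above -3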;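 note: negative z-score means lost luminescence so less FERM oligomerization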
PostGolgi ctrl = yeast control strain growth, post-Golgi counter-screen; 98,000 compounds, 5% hits; AID 738; efflux-deficient yeast background strain, growth absorbance A615, 16 h; inhibition, % at 10 µM
Ecoli WT expand = growth inhibitors of E. coli BW25113 wild type. growth inhibition, % at 100 µM. 98,000 compounds, 0.15% hits. OD600 absorbance;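 active = growth inhibition above about 50% at one test dose, limit read from the data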;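 note: growth measured after 20 h incubation at 37 °C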
The depositor's hits bear a star; . = no result given. Cut-off read from the data, not from the text of the source, unless noted: active = inhibition above about 30%; inactive = the rest.

1) C=CCn1c(N)c(C(=O)OC(C)CC)c2nc3ccccc3nc21 (centres undefined)
2) Cn1cnnc1SCC(=O)NC(=O)NC1CCCC1
3) O=C(NCCc1ccccc1)c1ccncc1
4) CCc1ccc(N2CC(C(=O)NC3=NCCS3)CC2=O)cc1 (centres undefined)
5) COc1cccc(-c2nnc(-c3ccc(C(F)(F)F)cc3)o2)c1OC

assay / entry,1,2,3,4,5
hDAT+cocaine,2.1,0.77,-1.1,-0.57,-1.7
PostGolgi yeast,-2,12,-5,-1,.
CYP2C9 inhib,83*,9,38,27,.
LYP inh 2,1,.,-3,-9,-12
CYP2C9 act,0.2,0.9,0.6,0.7,.
PTPN22 act,2,.,1,7,9
Pyk2 oligo antag,-0.08,-0.68,.,0.27,-0.75
PostGolgi ctrl,38*,-3,1,15,.
Ecoli WT expand,0,1,6,-5,.

6) CCc1nc(NCCN2CCOCC2)c2oc3ccccc3c2n1
7) COC(=O)C1(CCSC)NC(c2ccco2)C2C(=O)N(C)C(=O)C21 (centres undefined)
8) CC(Sc1nnc(Cn2c(=O)sc3ccccc32)n1C)c1ccccc1 (centres undefined)
9) Cc1nc(NCC2CCCO2)nc2c1C(=O)CC(C)C2 (centres undefined)
10) CC(=O)c1nn(-c2cccc(Br)c2)cc1C(=O)c1ccc(C)cc1

assay / entry,6,7,8,9,10
hDAT+cocaine,-0.074,0.2,0.0014,0.11,0.073
PostGolgi yeast,-1,16,4,9,2
CYP2C9 inhib,37,-6,.,17,61*
LYP inh 2,-4,-4,.,6,9
CYP2C9 act,0.6,1.1,.,0.8,0.4
PTPN22 act,4,3,.,-6,-10
Pyk2 oligo antag,0.07,0.34,.,0.74,0.65
PostGolgi ctrl,-3,-12,5,16,-6
Ecoli WT expand,3,-5,-8,-1,-26

11) C=CCn1cc(C(=O)NCCCOC)c(=O)c2cc(S(=O)(=O)N(CC)CC)ccc21
12) Nc1nonc1C(=O)NCCNS(=O)(=O)c1ccc(Br)cc1
13) COc1ccccc1N1CCN(CC(O)COc2ccc3c(c2)CCC3)CC1 (centres undefined)
14) CCc1nnc(NC(=O)CSc2nnc(-c3ccco3)n2CC)s1
15) Cc1cc(C)c(N2CCN(S(=O)(=O)N3CCCCCC3)CC2)c(C)c1

assay / entry,11,12,13,14,15
hDAT+cocaine,1.9,0.012,1.9,-0.52,0.033
PostGolgi yeast,2,-15,1,13,-8
CYP2C9 inhib,59*,-13,-34,65*,73*
LYP inh 2,-3,4,6,-2,12
CYP2C9 act,0.4,1.1,1.3,0.4,0.3
PTPN22 act,1,2,-2,4,-8
Pyk2 oligo antag,-0.48,-0.19,0.88,-0.29,0.02
PostGolgi ctrl,-1,4,7,8,13
Ecoli WT expand,0,1,7,6,-11

Among those listed so far, these have bromine:
10) CC(=O)c1nn(-c2cccc(Br)c2)cc1C(=O)c1ccc(C)cc1
12) Nc1nonc1C(=O)NCCNS(=O)(=O)c1ccc(Br)cc1

assay / entry,10,12
hDAT+cocaine,0.073,0.012
PostGolgi yeast,2,-15
CYP2C9 inhib,61*,-13
LYP inh 2,9,4
CYP2C9 act,0.4,1.1
PTPN22 act,-10,2
Pyk2 oligo antag,0.65,-0.19
PostGolgi ctrl,-6,4
Ecoli WT expand,-26,1

Remaining list, next part.
16) O=C(NCc1ccco1)c1ccc(=O)[nH]n1
17) CC1CC(=O)c2cnc(Nc3ccccc3)nc2C1 (centres undefined)
18) COc1ccccc1NS(=O)(=O)c1cccs1
19) O=C(CN1CCN(c2ncccn2)CC1)Nc1ccccc1-n1cccc1
20) CCSC1=C(C#N)C(c2ccc(Cl)cc2)C2=C(CCCC2=O)N1 (centres undefined)

assay / entry,16,17,18,19,20
hDAT+cocaine,-0.029,-0.32,-1.3,-0.031,-0.9
PostGolgi yeast,-8,-4,2,-3,-5
CYP2C9 inhib,8,8,-117,79*,94*
LYP inh 2,8,4,4,-10,-2
CYP2C9 act,0.9,0.9,2.2*,0.2,0.1
PTPN22 act,-10,-5,-2,8,1
Pyk2 oligo antag,-0.4,-0.64,0.49,-0.09,-1.8
PostGolgi ctrl,3,5,12,5,5
Ecoli WT expand,-1,4,-1,-2,-12

21) COc1ccc(CCNC(=O)c2cnn3ccccc23)c(OC)c1OC
22) O=C1CCC/C1=c1\s/c(=C\c2cccnc2)c(=O)n1-c1ccccc1
23) O=C(NCCO)c1cc2c(s1)CCC2
24) Nn1cc(-c2ccccc2)nc1SCC(=O)N1CCN(S(=O)(=O)c2ccc(Cl)cc2)CC1
25) COC(=O)c1[nH]c2cccc(Cl)c2c1NC(=O)CN1CCN(CCO)CC1

assay / entry,21,22,23,24,25
hDAT+cocaine,-0.15,-0.0018,0.42,-0.43,-0.051
PostGolgi yeast,-4,2,1,-2,13
CYP2C9 inhib,34,12,1,12,14
LYP inh 2,2,.,2,.,-1
CYP2C9 act,0.7,0.9,1,0.9,0.9
PTPN22 act,-3,.,0,.,-2
Pyk2 oligo antag,.,-2.5,-0.05,-0.6,0.81
PostGolgi ctrl,21,9,15,1,2
Ecoli WT expand,0,-8,5,0,4

26) COc1ccccc1C1C2=C(N=C3SCC(=O)N31)c1ccccc1CC2 (centres undefined)
27) C=CCNC(=O)c1c(-c2c(F)cccc2Cl)noc1C
28) CCOC(=O)c1cccc(NC(=O)CN(C)S(=O)(=O)c2cnc[nH]2)c1
29) C=CCNCC(=O)NN=C(c1ccccc1)c1ccccc1
30) Cc1nn(C)cc1CNC(=O)Nc1ccc(Cl)c(Cl)c1

assay / entry,26,27,28,29,30
hDAT+cocaine,0.22,-0.33,-0.58,0.11,-1.5
PostGolgi yeast,2,6,3,8,9
CYP2C9 inhib,-11,2,94*,9,12
LYP inh 2,1,9,-10,9,-14
CYP2C9 act,1.1,1,0.1,0.9,0.9
PTPN22 act,-2,-8,7,-7,13
Pyk2 oligo antag,-0.77,-0.41,-0.16,0.16,-0.14
PostGolgi ctrl,18,-1,6,-8,-4
Ecoli WT expand,-6,7,-1,6,-6

31) Nc1c(S(=O)(=O)c2cccc(Cl)c2)c2nc3ccccc3nc2n1/N=C/c1ccc(O)c(O)c1
32) Cc1nc2cc(C(=O)O)ccc2n1-c1ccccc1
33) N=c1c(C(=O)NC2CCCC2)cc2c(=O)n3ccccc3nc2n1CCN1CCOCC1
34) Cc1ccc(C(=O)O)cc1NC(=S)NC(=O)C(c1ccccc1)c1ccccc1
35) CC1CCCN(C(=O)Cn2nnc(-c3cccnc3)n2)C1 (centres undefined)

assay / entry,31,32,33,34,35
hDAT+cocaine,-0.019,1.7,0.39,1.4,-1.4
PostGolgi yeast,6,0,7,-1,0
CYP2C9 inhib,8,-3,18,38,-14
LYP inh 2,-6,.,-11,5,7
CYP2C9 act,0.9,1,0.8,0.6,1.1
PTPN22 act,4,.,11,-3,-7
Pyk2 oligo antag,.,.,0.63,-1.5,1.3
PostGolgi ctrl,-4,3,11,4,17
Ecoli WT expand,-9,-2,2,6,6

36) O=C(COc1ccccc1O)Nc1ccccc1Cl
37) O=C(O)c1ccc2c(c1)[C@@H]1C=CC[C@@H]1[C@H](c1ccccn1)N2
38) c1ccc(Cc2nnc(-c3ccccc3)o2)cc1
39) Cc1ccc(C(c2sc3nc(C)nn3c2O)N2CCN(c3ccccc3F)CC2)cc1 (centres undefined)
40) O=C(NCc1cccnc1)c1cccnc1-c1nc2ccccc2s1

assay / entry,36,37,38,39,40
hDAT+cocaine,-0.16,-0.46,0.66,2.2,-0.14
PostGolgi yeast,-6,.,14,3,0
CYP2C9 inhib,5,.,2,34,7
LYP inh 2,3,-4,5,8,2
CYP2C9 act,1,.,1,0.7,0.9
PTPN22 act,-5,2,-3,-9,1
Pyk2 oligo antag,-0.51,0.84,-1.4,-1.9,0.08
PostGolgi ctrl,12,.,-10,9,6
Ecoli WT expand,11,.,6,4,-9

41) CCC(NC(=O)NCCCn1ccnc1)(C(F)(F)F)C(F)(F)F
42) CCOc1ccccc1NC(=O)CCN1CCN(S(=O)(=O)c2ccc(OC)cc2)CC1
43) COc1ccc(/C=N/NC(=O)c2cccc([N+](=O)[O-])c2)cc1OC(=O)c1ccc(C)cc1
44) Oc1ccc(Br)cc1-c1cc(-c2ccco2)[nH]n1
45) CCOc1ccccc1NC(=O)CC1Nc2cc(C)c(C)cc2NC1=O (centres undefined)

assay / entry,41,42,43,44,45
hDAT+cocaine,-0.19,.,1.3,0.13,0.89
PostGolgi yeast,0,2,-1,1,-12
CYP2C9 inhib,85*,41,54*,23,42
LYP inh 2,.,1,4,-4,6
CYP2C9 act,0.2,0.6,0.5,0.8,0.6
PTPN22 act,.,-2,1,3,-3
Pyk2 oligo antag,1.1,0.07,1,0.84,-0.72
PostGolgi ctrl,12,21,20,79*,29
Ecoli WT expand,7,-5,-7,14,2

46) COc1cc(C2CC(=O)NC3=C2C(=O)CC(C)(C)C3)ccc1O (centres undefined)
47) O=C(Nc1ccc(N2CCCC2)c(Cl)c1)c1ccc2c(c1)OCCO2
48) CCCCNC(=O)C1CC(=O)N(C2CCCCC2)C1 (centres undefined)
49) Cc1ccc2occ(C(=O)c3ccco3)c(=O)c2c1
50) CSc1cc(C)n(-c2ccccc2)c(=S)c1C(C)=O

assay / entry,46,47,48,49,50
hDAT+cocaine,0.066,0.15,0.21,1.1,0.2
PostGolgi yeast,1,.,2,9,0
CYP2C9 inhib,1,.,1,-44,-2
LYP inh 2,-8,-14,4,10,2
CYP2C9 act,1,.,1,1.4,1
PTPN22 act,5,13,-6,-11,-6
Pyk2 oligo antag,-0.03,0.88,-0.87,-0.18,1.1
PostGolgi ctrl,-5,.,3,16,-8
Ecoli WT expand,-6,.,-3,19,7

51) COc1cccc(CNc2nc3nc(C)cc(=O)n3[nH]2)c1
52) CC(C)(C)OC(=O)CN1C(=O)C(Sc2n[nH]c(-c3ccccc3)n2)CCc2ccccc21 (centres undefined)
53) CCOC(=O)N1CCN(S(=O)(=O)c2ccc(C)c(C)c2)CC1
54) CCn1c(C)nc2c1C(=O)c1ccccc1C2=O
55) COC(=O)C1=C(N)Oc2cc(C)[nH]c(=O)c2C1c1cc(OC)c(OC)c(OC)c1 (centres undefined)
56) CCOc1ccc2nc(N3CCOCC3)nc(C)c2c1
57) Cn1c(SCc2c(F)cccc2Cl)nnc1-c1cnccn1
58) Nc1cc(-c2ccccc2)nn1Cc1ccc(Cl)cc1

assay / entry,51,52,53,54,55,56,57,58
hDAT+cocaine,-0.15,0.15,-0.86,-0.065,0.15,0.53,1.2,0.41
PostGolgi yeast,1,-8,-3,3,-3,-2,5,0
CYP2C9 inhib,4,55*,-63,-1,8,6,-6,75*
LYP inh 2,-6,4,14,-2,-10,-19,-4,4
CYP2C9 act,1,0.4,1.6,1,0.9,0.9,1.1,0.2
PTPN22 act,9,-1,-14,-1,9,18,2,1
Pyk2 oligo antag,0.28,-1.5,0.09,-0.11,0.34,-0.88,0.38,-0.59
PostGolgi ctrl,14,22,6,4,14,10,11,4
Ecoli WT expand,2,-10,3,13,-4,5,-3,4

Single entries from the results shown.
entry 56 – hDAT+cocaine = 0.53
entry 53 – PostGolgi yeast = -3
entry 54 – Ecoli WT expand = 13

Compounds as they come; any-hit rate near 24%.
